Compound activity deposited in PubChem by National Center for Advancing Translational Sciences (NCATS).
Vif-A3F inh: Vif-A3F binding inhibition; HeLa A3F-eYFP + Vif (tagged APOBEC3F with the HIV-1 protein that degrades it), YFP fluorescence increase; Potency, µM (doses to about 46.1 µM), for the others: top-dose activity, negative = active; 390,000 tested, 0.2% active; AID 602313; further: potency means the concentration at half of the fitted maximal effect; % of control where 0% means no effect; nearly all actives have a fitted effect of over 65% in size
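HeLa cells stably expressing Vif plus C-terminally eYFP-tagged A3F were seeded, incubated overnight at 37 deg C, dosed with compound, incubated overnight again at 37 deg C. Yellow fluorescence (Ex 488/Em 500-530) reported blocked Vif-mediated A3F-eYFP degradation.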
RXFP1 antagonist: RXFP1 (human) relaxin receptor antagonism. Q9HBX9. HEK293-RXFP1, relaxin-stimulated cAMP HTRF, 30 min; hits give low values. activity change, negative = inhibition, % at 57.5 µM. 350,000 tested, 0.59% active. AID 1259400;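 active means activity change of -60% or lower, but not beyond a set lower limit; inconclusive means change between -60% and -40%, or beyond the set limit; inactive means change above -40%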; further: on the % scale 0 is the no-effect control and ±100 the full control effect
D2 PAM: D2 dopamine receptor (human) potentiation; P14416; 340,000 tested, 0.34% active; AID 485347; potentiation, % at 10 µM; HEK293 T-REx D2, calcium flux, EC20 dopamine potentiation;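 active means potentiation over 3 SD above the plate norm, cut at about 30% in these data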; further: 0% is about no effect
Target sequence (P14416 whole entry, looked up): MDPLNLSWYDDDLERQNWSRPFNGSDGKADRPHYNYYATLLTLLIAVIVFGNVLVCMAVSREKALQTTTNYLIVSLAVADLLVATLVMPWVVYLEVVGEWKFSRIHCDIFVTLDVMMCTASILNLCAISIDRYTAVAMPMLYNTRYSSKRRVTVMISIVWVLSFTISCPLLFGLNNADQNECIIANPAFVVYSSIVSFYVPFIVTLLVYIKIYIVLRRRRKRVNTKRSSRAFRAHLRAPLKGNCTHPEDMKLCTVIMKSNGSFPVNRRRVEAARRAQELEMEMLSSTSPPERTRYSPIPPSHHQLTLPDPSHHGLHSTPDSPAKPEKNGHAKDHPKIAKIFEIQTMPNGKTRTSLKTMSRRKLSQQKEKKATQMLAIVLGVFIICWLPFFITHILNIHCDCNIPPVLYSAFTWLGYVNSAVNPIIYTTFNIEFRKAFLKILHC
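Tetracycline-induced Hek293 Trex D2 cells, force-coupled to calcium, loaded with no-wash calcium dye. Compound added with 180 s kinetic read for agonism, then EC20 dopamine and a further 180 s read for potentiation.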
RXFP1 agonist: activates the human relaxin receptor RXFP1 | Q9HBX9 | AID 2676 | HEK293T-RXFP1 cAMP TR-FRET, 30 min; response scale: percent of porcine relaxin response, buffer zero | 370,000 tested, 0.3% active | Potency, µM (doses to about 57.5 µM), without a hit: top-dose activation, usual class: activators; further: potency means the concentration at half of the fitted maximal effect; on the % scale 0 is the no-effect control and ±100 the full control effect; nearly all actives have a fitted effect of over 60% in size; many of its hits are not listed in these tables
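cAMP rise read by TR-FRET after 30 min, 37C compound exposure (up to 58 uM) in RXFP1-transfected HEK293 cells with Ro 20174 present. EC50 from Hill-equation fits, with 29 nM porcine relaxin as 100% and buffer as basal.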
D1 potentiator: potentiators of human D1 dopamine receptor; AID 504651; 360,000 tested, 0.036% active; potentiation, % at 10 µM; HEK293 TREx D1 cells, calcium flux, dopamine EC20 potentiation; in the data active means potentiation above about 30%; further: 0% is about no effect
Target sequence (P21728 whole entry, looked up): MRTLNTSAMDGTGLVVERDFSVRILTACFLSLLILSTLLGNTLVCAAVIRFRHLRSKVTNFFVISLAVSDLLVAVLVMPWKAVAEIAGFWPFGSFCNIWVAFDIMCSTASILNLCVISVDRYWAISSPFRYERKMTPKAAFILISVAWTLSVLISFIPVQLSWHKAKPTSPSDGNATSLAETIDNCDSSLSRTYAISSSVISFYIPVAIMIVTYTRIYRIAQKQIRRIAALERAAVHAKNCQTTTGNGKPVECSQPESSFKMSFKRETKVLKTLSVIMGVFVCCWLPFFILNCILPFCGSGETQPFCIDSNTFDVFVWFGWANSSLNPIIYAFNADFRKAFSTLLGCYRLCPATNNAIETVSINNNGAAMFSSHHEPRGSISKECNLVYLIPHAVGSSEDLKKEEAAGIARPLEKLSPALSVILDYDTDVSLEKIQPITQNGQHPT
GRP78 ERSR act: induces the endoplasmic reticulum stress response in human glioma cells. U87-MG GRP78 promoter luciferase reporter, 16 h. Potency, µM, for inactives: top-dose activation, most hits filed as activators. 420,000 tested, 0.02% active. AID 602332; further: potency means the concentration at half of the fitted maximal effect; series mostly up to about 76 µM; % of control where 0% means no effect; nearly all actives have a fitted effect of over 35% in size
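Stably transfected U87-MG glioma cells carrying a GRP78-based luciferase sensor; 16 h compound incubation. Luminescence end-point read 10 min after Bright-Glo addition at room temperature.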
D1 agonist: activates the human D1 dopamine receptor; AID 504660; P21728; activation, % at 2 µM; 360,000 tested, 1% active; HEK293 T-REx D1 cells, calcium flux, agonist mode; in the data active means activation above about 30%; further: 0% is about no effect
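Inducible HEK293 T-REx D1 cells, force-coupled to calcium signalling, were plated at 4000 cells/well with tetracycline and held overnight at 30 C. After no-wash calcium dye loading, compound-evoked calcium rise over 180 s flagged agonists.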
Vif-APOBEC3G blk: blocks the Vif interaction with human APOBEC3G; 410,000 tested, 0.076% active; AID 602310; HeLa A3G-eYFP + Vif (tagged APOBEC3G with the HIV-1 protein that degrades it), YFP fluorescence, overnight; Potency, µM (top dose mostly 46.1 µM), without a hit: at the top dose activity, negative = active, most hits filed as inhibitors; Q9HC16;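 further: potency means the concentration at half of the fitted maximal effect; on the % scale 0 is the no-effect control and ±100 the full control effect; nearly all actives have a fitted effect of over 60% in size; hits raise eYFP signal because A3G escapes Vif-driven loss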
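HeLa cells stably expressing Vif and C-terminally eYFP-tagged A3G, seeded overnight at 37 deg C, then exposed to compound by pintool overnight at 37 deg C. Rise in yellow fluorescence (Ex 488/Em 500-530, Acumen) marks blocked Vif-driven A3G degradation.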
D1 antag: antagonists of human D1 dopamine receptor; HEK293 TREx D1 cells, calcium flux, dopamine EC80; hits give low values; 360,000 tested, 3.2% active; activity change, negative = inhibition, % at 10 µM; in the data active means activity change below about -30%; further: on the % scale 0 is the no-effect control and ±100 the full control effect
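HEK293 T-REx cells expressing inducible, force-coupled D1 receptor; no-wash Ca dye, 30–90 min RT. Cmpd → 180 s read at 1 Hz → EC80 DA → 180 s read.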
Active calls of the source: *; ? = inconclusive; · = not tested or not shown; & = joins results of further samples. Unless noted, the call rests on the fitted dose curve; in most records, active means well fitted curve in the direction sought with a large enough effect; inconclusive means small, poorly fitted or top-dose-only effect, or another doubt; inactive means no such curve, though single readings can be large; an effect the other way counts as inactive or inconclusive. A portion of the library, so the mix of outcomes need not match the whole.

SMILES	Vif-A3F inh	RXFP1 antagonist	D2 PAM	RXFP1 agonist	D1 potentiator	GRP78 ERSR act	D1 agonist	Vif-APOBEC3G blk	D1 antag
COc1ccc(Cn2c(CCC(=O)Nc3ccc(Br)c(C)c3)nc3cccnc32)cc1	-8%	-16	-4	-1.5%	0	0%	3	-12%	-1
CCc1ccc(S(=O)(=O)c2nnn3c2nc(NC(C)C)c2sccc23)cc1	-2%	-19	2	20%	-7	-5%	3	-3%	-33*
CCN(CC)S(=O)(=O)c1ccc(N/N=C(\C)c2ccncc2)c([N+](=O)[O-])c1	?	-21	11	1.7%	·	2%	4	4%	-1
O=C(O)c1cc(=S)nc[nH]1	0%	9	·	·	·	-1%	·	2%	·
CN(CC(=O)Nc1ccc(F)cc1)C(=O)CCc1nc2sc3c(c2c(=O)[nH]1)CCCC3	?	-7	2	3.1%	-2	-2%	2	?	23
Nc1nc(-c2cccnc2)nn1C(=O)CCc1ccccc1	2%	-3	·	·	·	-4%	·	2%	·
COc1ccc(CN2C[C@H](Cc3ccccc3)[C@@H](CC(=O)Nc3ccccc3)C2=O)cc1	8%	·	2	-1.8%	-1	-3%&-4%	7	1%&2%	-20
Cc1cccc(NC(=O)CSC(N)=O)c1C	7%	-25	-3	0.2%	3	-4%	1	?	20
Cc1cccc[n+]1CCCCCCCCCC[n+]1ccccc1C	-6%	1	-5	0.4%	-1	-2%	2	-5%	-5
COc1ccc2c(c1)c1c(n2C(C)=O)C(OC(C)=O)=NCC1	-6%	-36	·	1.1%	1	0%	3	-1%	24
CCO[C@H]1OC(C(=O)Nc2ccccc2)=C[C@@H](c2csc3ccccc23)[C@@H]1CCCO	-2%	·	3	0.0%	-5	0%	-2	-9%	4
CCN(CC)C(=O)OCc1c(-c2ccccc2)ncc2ccccc12	5%	·	9	0.4%	-2	-3%	-2	-7%	·
COc1cc(C(=O)NCc2nnc(SCC(=O)N3CCCCC3)o2)cc(OC)c1OC	0%	-1	9	1.2%	-2	-3%	-2	0%	5
COC(=O)c1cn(NC(=O)C2COc3ccccc3O2)c(=O)c2ccccc12 (configuration not stated)	-3%	-7	-7	-0.8%	-5	-1%	2	4%	15
CC(C)C(=O)N(c1cc2sc(=O)oc2c2ccccc12)S(=O)(=O)c1cccs1	-3%	-68*	-7	-2.4%	-4	3%	-1	-9%	·
O=C1NC2(O)C(=O)c3ccccc3C2(O)N1 (configuration not stated)	9%	-10	2	-1.6%	1	-3%	1	2%	10
COc1ccc(-n2c(SC)nc(O)c(Cc3ccccc3)c2=O)cc1	-13%	17	-16	-0.3%	1	0%	0	0%	1
CC(C)NC(=O)c1c(O)c2ccccc2[nH]c1=O	0%	-3	-2	-1.5%	-1	-2%	0	0%	-1
Cc1cccc(NC(=O)CSc2nc3c([nH]c4ccccc43)c(=O)n2-c2ccc(F)cc2)c1C	-17%	-8	1	-0.2%	1	-1%	2	-15%	-33*
CCCN(Cc1cc2ccccc2[nH]c1=O)C(=O)c1cccc([N+](=O)[O-])c1	-17%	4	-8	-1.6%	1	-4%	1	-1%	-13
COc1ccc(NC(=O)c2ccccc2Oc2ccccc2)cc1	6%	-5	0	2.8%	-4	0%	3	-6%	-18
Cc1ccc(CC(=O)Nc2ccccc2N2CCOCC2)cc1C	0%	-12	14	-0.1%	0	-1%	1	-1%	·
Cn1nnc2c(N3CCCCC3)nccc21	-6%	1	18	1.4%	-10	0%	0	-1%	-14
O=C1/C(=C/C=C/c2ccco2)SC(=S)N1c1ccc(O)cc1	-4%	-35	14	-0.3%	-4	-1%	6	2%	8
COc1ccccc1-n1cnc2cc(NCc3cccs3)ccc21	-12%	-1	-4	4.6%	2	-1%	-1	?	-19
COC(=O)c1ccc(/C=N\n2c(C)nnc2C)cc1	-28%	-1	·	3.3%	-4	2%	2	-2%	4
CCOC(=O)c1sc(N)c(C(=O)OC)c1C	-4%	-12	-2	2.5%	-2	15%	3	0%	-10
COc1ccc(OC)c(NC(=O)CSC2=NCCS2)c1	-5%	-12	-2	1.0%	11	7%	-1	-7%	-5
Cc1ccc(S(=O)(=O)NNC(=O)c2ccncc2)cc1	5%	0	-8	0.2%	-2	-6%	0	0%	17
COc1ccc(-c2n[nH]c(=S)n2N)c(OC)c1	3%	-6	-2	5.2%	-11	-1%	1	2%	-18
CC(=O)c1c(C(C)=O)c(C)n(NC(=O)c2ccc(Cl)cc2)c1C	-2%	4	2	0.1%	-4	-3%	0	0%	-13
COc1cc(N=Nc2c(O)c3ccccc3[nH]c2=O)c(OC)cc1N=Nc1ccccc1	12%	-26	14	1.1%	1	-4%	0	1%	-2
COc1cccc(/C=C2\SC(=S)N(c3cccnc3)C2=O)c1OC	6%	-3	25	-0.9%	-3	1%	5	-2%	6
CCOC(=O)c1sc2nc(C)cc(C)c2c1N	-4%	9	10	7.1%	-2	6%	0	3%	-4
O=C(NCc1ccco1)C1CC(c2ccc(Cl)c(Cl)c2)=NO1 (configuration not stated)	1%	5	-9	-1.6%	-2	-4%	0	-16%	-6
O=[N+]([O-])c1ccc(N/N=C/c2ccc(O)c(O)c2O)c(S(=O)(=O)N2CCOCC2)c1	-1%	-85*	4	1.3%	10	-1%	6	0%	-1
Cc1ccc(F)cc1NC(=O)c1cccc(N(C)C)c1	-1%	9	4	-1.5%	-7	6%	2	3%	0
Cc1ccccc1NC(=O)CSc1nc(=O)n(CCN2CCOCC2)c2c1CCC2	-3%	-6	18	16%	4	-2%	-2	7%	·
O=c1c2c(-c3ccccc3)csc2ncn1/N=C/c1c2ccccc2cc2ccccc12	-16%	-2	13	-1.9%	-1	-3%	6	1%	·
CCSc1nc2cc(OC)c(OC)cc2c(=O)n1CCc1ccccc1	14%	0	4	0.4%	-20	-4%	1	0%	-17
CSc1nc(Sc2ccccc2Cl)c2ccccc2n1	-15%	8	10	?	-3	-1%	4	?	8
Cc1ccc(CNC(=O)C(=O)NCC2OCCN2C(=O)c2cccs2)cc1 (configuration not stated)	2%	-1	7	3.1%	-1	0%	0	2%	0
CCCn1c(N2CCN(CC(=O)NCc3cccs3)CC2)nc2ccccc21	2%	-5	0	2.0%	-3	-4%	1	1%	7
CCOc1ccc(/C=C2\SC(=O)N(CCNC(=O)C3COc4ccccc4O3)C2=O)cc1OC (configuration not stated)	4%	·	15	-1.5%	0	1%	5	-6%	1
O=C(N/N=C/c1ccccc1O)c1cccc2ccccc12	0%	-6	2	1.8%	-4	5%	8	-12%	-27
Cc1ccc(C)c(NC(=O)CN2C(=O)NC(CCc3ccccc3)C2=O)c1 (configuration not stated)	-11%	-25	·	·	·	-4%	·	-3%	·

By substructure, the entries above containing a furan ring, fused or not
SMILES	Vif-A3F inh	RXFP1 antagonist	D2 PAM	RXFP1 agonist	D1 potentiator	GRP78 ERSR act	D1 agonist	Vif-APOBEC3G blk	D1 antag
O=C1/C(=C/C=C/c2ccco2)SC(=S)N1c1ccc(O)cc1	-4%	-35	14	-0.3%	-4	-1%	6	2%	8
O=C(NCc1ccco1)C1CC(c2ccc(Cl)c(Cl)c2)=NO1 (configuration not stated)	1%	5	-9	-1.6%	-2	-4%	0	-16%	-6

17 of the compounds above, with two lines to a compound:
Every second line gives: Vif-A3F inh, RXFP1 antagonist, D2 PAM, RXFP1 agonist, D1 potentiator, GRP78 ERSR act, D1 agonist, Vif-APOBEC3G blk, D1 antag
COc1ccc(-c2n[nH]c(=S)n2N)c(OC)c1
 : 3%, -6, -2, 5.2%, -11, -1%, 1, 2%, -18
CC(=O)c1c(C(C)=O)c(C)n(NC(=O)c2ccc(Cl)cc2)c1C
 : -2%, 4, 2, 0.1%, -4, -3%, 0, 0%, -13
COc1cc(N=Nc2c(O)c3ccccc3[nH]c2=O)c(OC)cc1N=Nc1ccccc1
 : 12%, -26, 14, 1.1%, 1, -4%, 0, 1%, -2
COc1cccc(/C=C2\SC(=S)N(c3cccnc3)C2=O)c1OC
 : 6%, -3, 25, -0.9%, -3, 1%, 5, -2%, 6
CCOC(=O)c1sc2nc(C)cc(C)c2c1N
 : -4%, 9, 10, 7.1%, -2, 6%, 0, 3%, -4
O=C(NCc1ccco1)C1CC(c2ccc(Cl)c(Cl)c2)=NO1 (configuration not stated)
 : 1%, 5, -9, -1.6%, -2, -4%, 0, -16%, -6
O=[N+]([O-])c1ccc(N/N=C/c2ccc(O)c(O)c2O)c(S(=O)(=O)N2CCOCC2)c1
 : -1%, -85*, 4, 1.3%, 10, -1%, 6, 0%, -1
Cc1ccc(F)cc1NC(=O)c1cccc(N(C)C)c1
 : -1%, 9, 4, -1.5%, -7, 6%, 2, 3%, 0
Cc1ccccc1NC(=O)CSc1nc(=O)n(CCN2CCOCC2)c2c1CCC2
 : -3%, -6, 18, 16%, 4, -2%, -2, 7%, ·
O=c1c2c(-c3ccccc3)csc2ncn1/N=C/c1c2ccccc2cc2ccccc12
 : -16%, -2, 13, -1.9%, -1, -3%, 6, 1%, ·
CCSc1nc2cc(OC)c(OC)cc2c(=O)n1CCc1ccccc1
 : 14%, 0, 4, 0.4%, -20, -4%, 1, 0%, -17
CSc1nc(Sc2ccccc2Cl)c2ccccc2n1
 : -15%, 8, 10, ?, -3, -1%, 4, ?, 8
Cc1ccc(CNC(=O)C(=O)NCC2OCCN2C(=O)c2cccs2)cc1 (configuration not stated)
 : 2%, -1, 7, 3.1%, -1, 0%, 0, 2%, 0
CCCn1c(N2CCN(CC(=O)NCc3cccs3)CC2)nc2ccccc21
 : 2%, -5, 0, 2.0%, -3, -4%, 1, 1%, 7
CCOc1ccc(/C=C2\SC(=O)N(CCNC(=O)C3COc4ccccc4O3)C2=O)cc1OC (configuration not stated)
 : 4%, ·, 15, -1.5%, 0, 1%, 5, -6%, 1
O=C(N/N=C/c1ccccc1O)c1cccc2ccccc12
 : 0%, -6, 2, 1.8%, -4, 5%, 8, -12%, -27
Cc1ccc(C)c(NC(=O)CN2C(=O)NC(CCc3ccccc3)C2=O)c1 (configuration not stated)
 : -11%, -25, ·, ·, ·, -4%, ·, -3%, ·
